Source: PubChem
HCV NS3 hel inh: blocks Hepatitis C virus NS3 helicase unwinding | 290,000 compounds, 0.56% hits | NS3 helicase DNA unwinding, Cy5 molecular beacon fluorescence | inhibition, % at 10.9 µM;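 active = inhibition above the mean of all tested compounds plus 3 SD, set per campaign, cut at about 35% in these data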;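 also: 0% = DMSO wells and 100% = thioflavine S control wells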
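System: Hepatitis C virus NS3 helicase domain fragment enzyme | Reagent: Annealed dual-labelled DNA beacon duplex, ATP-started | Compound dosing: 10.9 µM single point, 0.8% DMSO | Incubation: 1 h reaction at 25 °C, ATP-initiated | Technique: Cy5 fluorescence | Evaluation: Percent inhibition from t60/t0 fluorescence ratio | Benchmarks: Low DMSO, high thioflavine S at 110 µM | Replication: Singlicate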
FID counter: counter-screen for HCV NS3 helicase inhibitors: DNA intercalator displacement; 290,000 compounds, 0.17% hits; DNA fluorescent intercalator displacement, fluorescence; inhibition, % at 7.9 µM; in the data active = inhibition above about 37%;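 also: 0% = vehicle and 100% = reference compound; higher means more ethidium bromide displaced from hairpin DNA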
p-CIP stab down: p/CIP protein destabilization; 290,000 compounds, 0.01% hits; decrease of EGFP signal, % at 10 µM; Q05BA5; F442A p/CIP-EGFP cells, EGFP fluorescence, 16 h; AID 1984;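 active = EGFP signal decrease of at least 30% at 10 µM or well 3 SD below plate mean, unless failing retest; inactive = the rest, including hits failing retest or dose response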; also: some compounds called inactive have numbers as strong as hits; many of its hits are not listed in these tables
VIM-2 inh: inhibitors of Pseudomonas aeruginosa VIM-2 metallo-beta-lactamase. inhibition, % at 5.6 µM. purified VIM-2, nitrocefin hydrolysis, epi-absorbance fluorescence. 290,000 compounds, 0.89% hits;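 active = inhibition above the mean of all tested compounds plus 3 SD, cutoff set per screening run, cut at about 7.5% in these data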;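 also: red hydrolysis product quenches plate fluorescence so inhibitors raise well fluorescence; 0% = enzyme with DMSO and 100% = DMSO without enzyme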
IDE cell activ: activators of human insulin-degrading enzyme in cells; activation, % at 5.96 µM; 340,000 compounds, 0.073% hits; HEK cells, FAbeta-B cleavage, fluorescence polarization; 0% vehicle, 100% cell-free pure enzyme wells;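 active = activation above the mean of all tested compounds plus 3 SD, set per screening campaign, cut at about 17% in these data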
SUMO HTRF inh: blocks human SUMOylation mediated by UBC9. P63279. HTRF SUMOylation assay, SAE1/SAE2 + UBC9, in vitro. inhibition, % at 35 µM. 290,000 compounds, 0.36% hits. AID 2006; in the data active = inhibition above about 50%, passing the limit was not always enough; also: strong numbers were not always called active
Target sequence (P63279 whole entry, looked up): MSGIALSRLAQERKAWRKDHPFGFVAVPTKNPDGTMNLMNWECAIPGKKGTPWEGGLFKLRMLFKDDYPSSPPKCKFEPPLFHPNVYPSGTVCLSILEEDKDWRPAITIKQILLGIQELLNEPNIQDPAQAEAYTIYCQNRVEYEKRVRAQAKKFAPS
IMP-1 inh: blocks Pseudomonas aeruginosa IMP-1 metallo-beta-lactamase; purified IMP-1, nitrocefin hydrolysis, epi-absorbance fluorescence; inhibition, % at 5.6 µM; 290,000 compounds, 0.45% hits; AID 1556;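 active = inhibition above the mean plus 3 SD of all compounds in the same screening run, cut at about 4.5% in these data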;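 also: 0% = IMP-1 with DMSO and 100% = DMSO wells lacking enzyme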
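assay system = purified recombinant IMP-1 metallo-beta-lactamase enzyme | schedule = 15 min preincubation plus 25 min reaction at 25 °C | signal = Epi-absorbance fluorescence, 480 nm excitation, 530 nm emission | read-out basis = percent inhibition from optical density relative to buffer-blank wells | controls = IMP-1 with DMSO as 0%, enzyme-free DMSO as 100%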
M18AAP inhibitor: PfM18AAP enzyme inhibition | recombinant PfM18AAP, H-Glu-NHMec fluorogenic cleavage | inhibition, % at 7.35 µM | 290,000 compounds, 1.2% hits | AID 1822;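 active = inhibition above the campaign mean inhibition over all tested compounds plus 3 SD, cut at about 28% in these data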;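 also: 0% = plate median of test compound wells and 100% = 2 mM ZnCl2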
IDE inh: cellular human IDE inhibition; inhibition, % at 5.59 µM; AID 434962; P14735; 320,000 compounds, 0.41% hits; HEK cells, FAbetaB cleavage, fluorescence polarization;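 active = percent inhibition above the average of all tested compounds plus 3 SD, set per screening campaign, cut at about 16% in these data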;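 also: IDE supplied by intact live HEK cells; FP after avidin binding of uncleaved biotin substrate so inhibition keeps polarization high; 0% = DMSO wells and 100% = 60 µM reference IDE inhibitor Ii1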
Active calls of the source: *; x = no result given.

SMILES	HCV NS3 hel inh	FID counter	p-CIP stab down	VIM-2 inh	IDE cell activ	SUMO HTRF inh	IMP-1 inh	M18AAP inhibitor	IDE inh
C=CCSc1nnc(NC(=O)c2ccc(S(=O)(=O)NCC3CCCO3)cc2)s1 (configuration not stated)	-4	-24	-10	-3.0	6	26	-3.5	-7	-2
NCC12CC3CC(C1)CC(c1ccc(Br)cc1)(C3)C2	-52	23	-6	0.5	1	23	-1.9	-10	-7
COC(=O)c1cc(C(=O)OC)cc(N2C(=O)CN=C2Nc2nc(C)cc(C)n2)c1	5	-4	-14	-1.0	3	-5	-3.3	-4	-2
O=C1C2C3C=CC(CO)(O3)C2C(=O)N1c1ccc(-c2ccccc2)cc1 (configuration not stated)	2	-3	-21	0.3	x	33	-2.5	-126	-1
CCOc1cccc(N(C(=O)CCC(=O)Nc2cc(C)on2)C(C(=O)NC(C)(C)C)c2ccc(OC)cc2)c1 (configuration not stated)	-16	-50	6	-1.3	3	-5	-1.0	2	2
Cc1cc2nc(-c3ccc(SCC(=O)Nc4nccs4)nc3)[nH]c2cc1C	-4	3	-1	-1.4	-4	11	0.3	0	x
CC(C)CCNc1cc(=O)n(C)c(=O)n1C	-13	-1	-13	-0.1	2	-10	-2.7	4	-1
Cc1ccc(Nc2nnc(SC3CCOC3=O)s2)c(C)c1 (configuration not stated)	-7	-14	-2	-1.9	3	0	-3.2	-7	0
CC(=O)NC(C(=O)N1CCC(c2nc3ccccc3s2)CC1)C(C)C (configuration not stated)	0	-31	6	-0.1	-1	7	-0.9	0	-2
O=C(c1ccc(NS(=O)(=O)c2ccccc2)cc1)N1CCCC1	-2	-7	-12	-2.5	4	8	-4.7	4	5
COCCCNC(=O)c1ccc(N(C)S(=O)(=O)c2ccc(OC)cc2)cc1	0	-14	3	-1.1	5	5	-2.9	2	-2
Nc1nc(SCC(=O)NCCc2ccccc2)[nH]c(=O)c1-c1ccccc1	-12	-2	-15	-1.6	x	12	-2.7	-1	-2
Cc1cc2c(c(N)n1)c(=O)oc1ccccc12	5	4	17	5.2	-1	16	-2.2	-4	6
O=C(Nc1nc(NC(=O)c2ccco2)n(-c2ccccc2)n1)c1ccccc1	-7	-7	-7	-2.3	3	23	-2.5	-2	-6
Cc1ccc(CNC(=O)C2CCC(=O)N(CCc3ccc(Cl)cc3)C2)s1 (configuration not stated)	2	-42	-10	-3.0	6	2	-1.6	-9	-4
COc1ccc(S(=O)(=O)N2CCOC23CCN(C(=O)c2ccccc2Br)CC3)cc1	-3	-43	-14	-0.5	0	x	-1.9	-1	1
CC1(C)CN(c2ccc(N3CC(C)(C)C3=O)cc2)C1=O	-7	-13	13	0.8	4	15	-2.2	5	2
O=C1OCc2cc(-n3cccc3)ccc21	6	-4	7	1.6	1	16	-1.2	4	-4
CC(=O)c1nn(-c2ccccc2)cc1C(=O)c1ccc(Br)cc1	16	-4	-4	-3.6	1	-11	-1.7	7	0
O=C(Cc1c(C(=O)O)[nH]c2ccccc12)Nc1ccc2c(c1)OCO2	2	-9	-8	-2.7	4	36	-0.9	4	2
CC1=C(C(=O)N2CCCC(C(=O)c3cccc(C(F)(F)F)c3)C2)OCCO1 (configuration not stated)	5	-19	-18	-1.2	3	10	-2.1	0	4
O=C1CCC([N+](=O)[O-])C(c2cccc3ccccc23)N1 (configuration not stated)	0	-2	5	-1.4	1	8	-2.5	3	-1
CCN(CC(=O)NCc1ccc(F)cc1)C(=O)c1cccnc1SC	4	-10	-8	0.7	3	-5	-1.5	-7	2
COC(=O)c1cn(CCOc2ccccc2F)c2ccccc12	-11	-24	-9	-2.7	2	12	-3.6	-12	-3
Cn1cnnc1SCC(=O)NCc1cccc(C(F)(F)F)c1	-1	-1	-5	-1.9	1	-4	2.2	9	3

In another format: 4 of the compounds above
SMILES,HCV NS3 hel inh,FID counter,p-CIP stab down,VIM-2 inh,IDE cell activ,SUMO HTRF inh,IMP-1 inh,M18AAP inhibitor,IDE inh
O=C1CCC([N+](=O)[O-])C(c2cccc3ccccc23)N1 (configuration not stated),0,-2,5,-1.4,1,8,-2.5,3,-1
CCN(CC(=O)NCc1ccc(F)cc1)C(=O)c1cccnc1SC,4,-10,-8,0.7,3,-5,-1.5,-7,2
COC(=O)c1cn(CCOc2ccccc2F)c2ccccc12,-11,-24,-9,-2.7,2,12,-3.6,-12,-3
Cn1cnnc1SCC(=O)NCc1cccc(C(F)(F)F)c1,-1,-1,-5,-1.9,1,-4,2.2,9,3

Later entries:
SMILES	HCV NS3 hel inh	FID counter	p-CIP stab down	VIM-2 inh	IDE cell activ	SUMO HTRF inh	IMP-1 inh	M18AAP inhibitor	IDE inh
COc1ccc(N/C=C2\CCOC2=O)cc1	5	2	1	-5.2	4	-17	-5.2	-1	-4
CSc1nc2c(c(=O)[nH]1)C(c1ccncc1)C(C(=O)OC(C)C)=C(C)N2 (configuration not stated)	1	2	6	-3.8	1	3	-3.9	-11	11
COCC(C)NC(=O)CCSc1nc(-c2ccc(OC)cc2)cc(C(F)(F)F)n1 (configuration not stated)	-6	-29	-2	2.5	3	-26	-2.5	-7	7
O=C1CCN(S(=O)(=O)c2ccc(Cl)cc2)CCN1	-4	1	-8	-1.9	-2	2	-1.8	-4	4
Cc1ccc(CNS(=O)(=O)c2c(C)n(C)c(=O)n(C)c2=O)cc1	7	-2	-9	-1.1	-1	20	0.3	-14	6
CCNc1cc(Cl)nc(SC)n1	4	4	-4	-0.8	-2	13	-1.2	7	-2
CC(=O)c1cccc(NC(=O)CCOc2ccccc2)c1	-2	-2	-3	-0.8	-2	6	-0.6	0	5
O=C1NC2(CCCCCC2)N=C1c1ccc(Br)cc1	-5	1	7	-2.2	6	6	-1.8	3	-1
COC(=O)COc1ccc(C2NC(=O)NC(c3ccccc3)=C2C(C)=O)cc1OC (configuration not stated)	-3	-11	-8	-5.5	-1	-10	-3.0	2	2
C[C@@H](C(=O)NC1CCCC1)N1C(=O)N2CCc3c([nH]c4ccccc34)[C@@]2(C)C1=O	2	-34	12	-4.0	9	3	-3.3	3	-4
CCOC(=O)C(=CNc1ccc(NC2=NCC(C)(C)S2)cc1)C(=O)OCC	-16	-1	-10	10*	4	4	-4.7	4	-1
CC(C)CC(NC(N)=O)C(=O)Nc1ccc(Cl)c(Cl)c1 (configuration not stated)	-3	-6	-1	1.4	0	6	-2.1	-2	2
Cc1c(NC(=O)CSCc2ccc(Br)cc2)c(=O)n(-c2ccccc2)n1C	0	-11	-9	-0.6	3	9	-2.5	-11	0
O=C(COC(=O)c1n[nH]c2ccccc12)Nc1ccc(Cl)cc1[N+](=O)[O-]	-5	4	-10	0.9	7	2	-1.1	-7	-4
Cc1cccc(OCC(=O)OCC(=O)c2c(N)n(C)c(=O)n(C)c2=O)c1C	3	-2	8	-0.8	1	-4	-2.8	1	1
O=C1CCCC/C1=C\Nc1ccc(O)cc1	8	-12	-3	-0.2	-5	40	-4.0	25	-3
CC(C)c1ccc(/C=C2\SC(=O)N(CC(=O)NCCCn3ccnc3)C2=O)cc1	-76	15	4	7.0	-7	0	0.9	2	0
Cc1c(CC(=O)O)c(=O)oc2cc3occ(-c4ccccc4)c3cc12	6	-27	6	-4.6	3	14	-0.2	0	1
CCOC(=O)c1cnc(Nc2nc3ccccc3o2)nc1CSc1ncccn1	-4	-4	x	-1.2	x	x	-5.2	12	0
O=C(c1ccc2c(c1)OCO2)N1CCC2(CC1)Oc1ccc(F)cc1C(=O)C21CC(c2ccc(Cl)cc2)=NO1 (configuration not stated)	x	x	-5	x	1	-9	x	x	-1
CC(C)NC(=O)C1CC(=O)N(c2ccc(F)c(Cl)c2)C1 (configuration not stated)	-7	-1	-26	-5.1	2	-6	-0.3	-2	6
Cc1ccc(-c2nnc(N3CCN(C(=O)COc4cccc(C)c4)CC3)c3ccccc23)cc1	-22	-40	-9	-1.3	4	-9	-1.1	2	8
CC(=O)c1cnc2sccn2c1=O	2	-4	13	-1.0	2	18	0.1	-4	0
CCN(CC)CCNC(CC(=O)Nc1ccc(Cl)cc1Cl)C(=O)O (configuration not stated)	2	4	3	-4.7	9	7	-4.2	1	3
Cc1cccc(C(=O)N2CCCC(Nc3ccc(C)c(C)c3)C2)n1 (configuration not stated)	-5	-15	-13	0.3	6	4	-1.8	-8	-3
(next part)
SMILES	HCV NS3 hel inh	FID counter	p-CIP stab down	VIM-2 inh	IDE cell activ	SUMO HTRF inh	IMP-1 inh	M18AAP inhibitor	IDE inh
COc1ccc2oc(-c3ccc(C)c(NC(=O)CSc4ccc(Cl)cc4)c3)nc2c1	2	0	7	1.6	-9	38	-0.6	3	-3
CCOc1ccccc1N(CC(=O)Nc1ccc(C)cc1)S(C)(=O)=O	-3	-13	6	-3.4	2	-4	-3.5	0	-1
Cc1[nH]nc(SCC(=O)N2CCCCC2)c1[N+](=O)[O-]	6	-2	-4	-1.8	6	5	-1.9	11	-1
COc1ccccc1NC(=O)C1=C(C)NC(=O)NC1c1ccccc1[N+](=O)[O-] (configuration not stated)	5	-3	-37	-4.9	-1	13	-5.1	20	-3
O=Cc1ccc(OC(=O)/C=C/c2ccccc2)cc1	-9	-8	0	-2.9	5	8	-4.1	2	7
CC(=O)C1=C(C)N2CCN=C2S1	1	-2	-10	-2.6	5	5	-3.3	-1	-3
COc1ccc(N2CCN(C(=O)Cc3nn(C)c(=O)c4ccccc34)CC2)cc1	1	-17	-20	-1.5	0	10	-1.0	1	5
COc1ccc(NC(=O)CCC(=O)c2cccs2)cc1S(=O)(=O)Nc1ccc(Cl)cc1	-11	-20	-4	-3.8	-2	-10	-1.4	0	-5
CCCN1CCC(=O)N([C@H](CSc2ccc(Br)cc2)Cc2ccccc2)CC1	x	x	-14	x	1	1	x	x	9
O=C(CCc1nc2ccccc2c(=O)[nH]1)NCc1ccco1	5	-3	8	-1.7	0	26	-1.9	-2	-7
Cn1c(=O)[nH]c(=O)c2c1nc(N1CCCCC1)n2C/C=N/NC(=O)c1cc(Br)ccc1O	0	-10	1	-3.5	7	15	-0.2	-2	4
CC(OC(=O)C1=COCCO1)C(=O)Nc1ccc(Oc2ccccc2)cc1 (configuration not stated)	-1	-10	5	-1.1	-5	-10	-0.9	2	10
Cc1ccc(-c2ccnc(-c3ccc(O)cc3)n2)cc1	-2	1	11	1.6	-4	-17	-2.0	-9	6
CCOC(=O)c1[nH]c(C)c(C(=O)N(C)Cc2ccccc2)c1C	3	-32	-13	-5.0	-2	18	-4.9	-5	1
CN1CCN(C(=O)CSc2nc3ccc(NC(=O)c4ccccc4F)cc3s2)CC1	-9	7	7	4.6	-1	-2	-1.6	-4	1
CCOc1cc(/C=N/NC(=O)c2cccnc2)ccc1O	1	-3	0	-3.4	4	3	-4.1	2	7
CC(NC(=O)C1CCN(S(=O)(=O)c2ccc(Br)s2)CC1)c1ccccc1 (configuration not stated)	-3	-33	14	-1.6	6	-7	-1.6	3	2
